Screens from PubChem BioAssay.
GRP78 ERSR act – qHTS for Inducers of the Endoplasmic Reticulum Stress Response (ERSR) in Human Glioma: qHTS; Potency, µM, for inactives: at the top dose activation, actives largely listed as activators; U87-MG GRP78 promoter luciferase reporter, 16 h; 0.02% of 420,000 active; note: potency is the fitted concentration of half-maximal effect; series mostly up to about 76 µM; % of control where 0% means no effect; nearly all actives have a fitted effect of over 35% in size
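Stably transfected U87-MG human glioma cells carrying a GRP78-based luminescent sensor were seeded at 1000 cells/well, pin-dosed with compounds and incubated 16 h. Luciferase reagent was then added, and end-point luminescence was read after 10 min at room temperature.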
Pol beta inh – qHTS Assay for Inhibitors of DNA Polymerase Beta; P06746; Pol beta primer extension/strand displacement, fluorescence kinetic; Potency, µM (series often up to 114 µM), for inactives: top-dose activity change, negative = inhibition, actives largely listed as inhibitors; 1.3% of 340,000 active; AID 485314, 2010; note: potency is the fitted concentration of half-maximal effect; % is set by controls: 0 for no effect and ±100 for the full control effect
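Values derive from four-parameter Hill fits of normalized kinetic data: reads at 0 and 10 min following addition of 50 nM substrate to 10 nM Pol beta preincubated 15 min with compound.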
POLK inh – qHTS for Inhibitors of Polymerase Kappa; 0.53% of 400,000 active; DNA polymerase kappa (Homo sapiens), Q9UBT6; Potency, µM (top dose mostly 107 µM), inactives show top-dose activity, negative = inhibition, hits mostly inhibitors; AID 588579, 2011; purified Pol kappa, fluorescent DNA synthesis assay, 10 min; note: potency is the fitted concentration of half-maximal effect; % is set by controls: 0 for no effect and ±100 for the full control effect
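Activity was followed as the change in fluorescence between reads at 0 and 10 min after starting the reaction with 50 nM substrate. Beforehand, 10 nM polymerase had been preincubated with compound for 15 min at room temperature.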
Anesthetic bind – qHTS Assay for Identification of Novel General Anesthetics | Ferritin light chain (Equus caballus), P02791 | apoferritin/1-aminoanthracene competitive binding, fluorescence | Potency, µM (top dose mostly 77.5 µM), for inactives: top-dose activity change, negative = displacement, most hits filed as inhibitors | 0.074% of 350,000 active | AID 485281, 2010; note: potency is the fitted concentration of half-maximal effect; % is set by controls: 0 for no effect and ±100 for the full control effect; nearly all actives have a fitted effect of over 20% in size
Target sequence (P02791 2-175 limits assumed): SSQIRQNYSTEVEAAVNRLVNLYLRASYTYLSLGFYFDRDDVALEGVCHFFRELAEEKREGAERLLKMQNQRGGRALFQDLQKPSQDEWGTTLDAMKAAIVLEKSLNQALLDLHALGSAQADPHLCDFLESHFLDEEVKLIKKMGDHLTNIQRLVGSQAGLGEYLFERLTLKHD
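10 uM apoferritin + 50% sat. 1-AMA, PBS; cpd 10 min RT; Ex380/Em535 endpoint; normalized to free probe vs complex; 4-param Hill fit; propofol titration as pos. ctrl.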
APE1 inh – qHTS Assay for Inhibitors of the Human Apurinic/apyrimidinic Endonuclease 1 (APE1) | Potency, µM (highest dose often 65.8 µM), inactives show at the top dose activity change, negative = inhibition, hits mostly inhibitors | 0.35% of 350,000 active | recombinant APE1, TAMRA/BHQ-2 abasic DNA cleavage fluorescence | AID 2517, 2012;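 note: potency is the fitted concentration of half-maximal effect; plate controls were vehicle for no effect and reference inhibitor for full effect; nearly all actives have a fitted effect of over 55% in size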
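Endonuclease cleavage of a quenched abasic-site DNA duplex (50 nM) by APE1 (0.75 nM) was tracked by TAMRA dequenching. Compounds were preincubated with enzyme 15 min at room temperature; data normalized to buffer-only and DMSO wells plus NSC13755 control.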
POLI inh – qHTS for Inhibitors of Polymerase Iota; DNA polymerase iota (Homo sapiens), Q9UNA4; Pol iota fluorescent replication assay, 10 min; Potency, µM (highest dose often 115 µM), without a hit: top-dose activity, negative = inhibition, hits mostly inhibitors; 1% of 390,000 active; AID 588590, 2011; note: potency is the fitted concentration of half-maximal effect
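Fluorescent replication assay read twice, at 0 min and 10 min after adding 50 nM (final) substrate. Enzyme (10 nM) and compounds were first incubated 15 min at room temperature; enzyme-free buffer wells were negative controls.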
POLH inh – qHTS for Inhibitors of Polymerase Eta | DNA polymerase eta (Homo sapiens), Q9Y253 | recombinant Pol eta, fluorescent DNA replication assay | Potency, µM (highest dose often 114 µM), without a hit: at the top dose activity change, negative = inhibition, hits mostly inhibitors | 1.2% of 390,000 active | AID 588591, 2011; note: potency is the fitted concentration of half-maximal effect; % is set by controls: 0 for no effect and ±100 for the full control effect
Target sequence (Q9Y253 whole entry, looked up): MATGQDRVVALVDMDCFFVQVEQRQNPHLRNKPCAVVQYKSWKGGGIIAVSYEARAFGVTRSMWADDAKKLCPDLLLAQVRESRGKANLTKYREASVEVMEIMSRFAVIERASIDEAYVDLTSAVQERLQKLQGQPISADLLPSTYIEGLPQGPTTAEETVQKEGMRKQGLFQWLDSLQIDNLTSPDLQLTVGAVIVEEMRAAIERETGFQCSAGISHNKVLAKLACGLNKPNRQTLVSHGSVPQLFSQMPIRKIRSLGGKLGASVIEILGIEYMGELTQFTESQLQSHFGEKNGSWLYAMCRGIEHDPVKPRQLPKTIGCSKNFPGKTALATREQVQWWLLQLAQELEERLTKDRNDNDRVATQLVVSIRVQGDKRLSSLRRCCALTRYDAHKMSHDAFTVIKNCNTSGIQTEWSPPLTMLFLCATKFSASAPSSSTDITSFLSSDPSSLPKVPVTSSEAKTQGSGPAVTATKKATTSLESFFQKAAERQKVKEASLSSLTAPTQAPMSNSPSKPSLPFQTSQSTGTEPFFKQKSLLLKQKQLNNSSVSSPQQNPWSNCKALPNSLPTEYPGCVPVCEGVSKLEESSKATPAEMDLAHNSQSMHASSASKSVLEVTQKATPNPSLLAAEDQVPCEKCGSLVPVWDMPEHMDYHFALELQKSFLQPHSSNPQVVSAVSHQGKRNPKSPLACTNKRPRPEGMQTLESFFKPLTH
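Fluorescent replication assay: 50 nM final substrate added after a 15 min room-temperature compound preincubation with 10 nM enzyme. Signal taken at 0 min and again at 10 min.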
BLM helicase inh – qHTS Assay for Inhibitors of Bloom's syndrome helicase (BLM); recombinant BLM DNA unwinding, fluorescence dequenching; AID 2528, 2010; Potency, µM (doses to about 56.1 µM), for inactives: at the top dose activity change, negative = inhibition, most hits filed as inhibitors; 0.2% of 350,000 active; RecQ-like DNA helicase BLM (Homo sapiens), P54132;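 note: potency is the fitted concentration of half-maximal effect; plate controls were vehicle for no effect and no enzyme for full effect; nearly all actives have a fitted effect of over 35% in size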
LDHA block – qHTS assay for inhibitors of human lactate dehydrogenase; L-lactate dehydrogenase A chain (Homo sapiens), P00338; purified LDHA, NADH/diaphorase-resazurin fluorescence; stronger effect = lower value; activity change, % (values are at about 110 or 230 µM); 0.15% of 480,000 active; AID 1347041, 2019; in the data active = activity change below about -30%; inconclusive = mostly about -25% to -30%;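 note: plate controls were DMSO wells for no effect and wells without enzyme for full effect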
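Resorufin fluorescence (ex540/em590), read at 0 and 20 min after diaphorase/resazurin addition, reports the NADH left after a 5 min room-temperature reaction of 2 nM human LDH5 with 0.06 mM NADH and 0.2 mM pyruvate.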
Starred values were filed as active, the others as inactive; ? = inconclusive; · = no result given; & = joins results of further samples; [ ] = dose if it differs, or a comment. Unless noted, calls come from the whole dose curve; as a rule, active = well fitted curve in the direction sought with a large enough effect; inconclusive = small, poorly fitted or top-dose-only effect, or another doubt; inactive = no such curve, though single readings can be large; an effect the other way counts as inactive or inconclusive. An excerpt (hit frequency here may not be typical).

(1) COc1ccc(C2NC(=S)NC3=C2CCc2ccccc23)cc1OC (stereo unspecified)
(2) Cc1nn(S(=O)(=O)c2ccc(C(C)C)cc2)c(C)c1S(=O)(=O)N1CCCCC1
(3) CCOC(=O)c1c(C)[nH]c(C)c1S(=O)(=O)NCC(=O)N1CCN(c2cc(Cl)ccc2C)CC1
(4) Cc1ccc(NC(=O)N(Cc2ccc3c(c2)OCO3)Cc2cc3cc4c(cc3[nH]c2=O)OCCO4)cc1
(5) CCOc1ccc(CNC(=O)C2CCC(=O)N2C2CCCC2)cc1OC (stereo unspecified)

Assay by compound	1	2	3	4	5
GRP78 ERSR act	-4%	0%	-3%	-5%	-1%
Pol beta inh	11%	15%	4%	35%[activator]	4%
POLK inh	-4%	-11%[60.1 µM]	-6%	-6%	-2%
Anesthetic bind	-8%	-4%	-12%	-14%	-5%
APE1 inh	-1%	·	·	?	0%
POLI inh	57%[activator]	30%	-10%	7%	11%
POLH inh	-7%	-16%	-9%	5%	0%
BLM helicase inh	-1%	3%	-12%	-6%	0%
LDHA block	6	1	-7	-6	-3

(6) Cc1cc(C)cc(NC(=O)C(=O)NCCCN2CCCC2=O)c1
(7) Cc1ccc(Cl)cc1NC(=O)CCCn1c(=O)c2cccn2c2ccccc21
(8) CCc1ccc(NC(=O)CSc2nnc(Cc3cccn3C)n2-c2ccc(F)cc2)cc1
(9) C=CCn1c(SCCC)nc(O)cc1=O
(10) O=C(Cn1ccc2cc(S(=O)(=O)N3CCCCCC3)ccc21)NCCc1ccc(Cl)cc1

Assay by compound	6	7	8	9	10
GRP78 ERSR act	0%	-4%	5%	-2%	-3%
Pol beta inh	·	2%	-5%	6%	1%
POLK inh	-16%	-8%	-22%	-4%	-21%
Anesthetic bind	·	1%	?	-14%	135%[activator]
APE1 inh	-13%	·	5%	16%	·
POLI inh	12%	?	34%[activator]	10%	-17%
POLH inh	-1%	-14%	-18%	10%	-4%
BLM helicase inh	·	-5%	-18%	-3%	-5%
LDHA block	-5	-12	-1	2	-1

(11) COc1ccc(C)cc1S(=O)(=O)N(CC(=O)N1CCCC1)c1ccc(C)cc1
(12) CCCCCCCCS(=O)c1sc2nc(C)cc(C)c2c1N (stereo unspecified)
(13) CC1(C)CC(NS(=O)(=O)c2cccc3ccccc23)CC(C)(C)N1
(14) NC(=O)c1cccnc1Oc1ccc(Cl)cc1Cl
(15) CCOC(=O)N1CCN(C(=O)Cn2c(C)cc3ccccc3c2=O)CC1

Assay by compound	11	12	13	14	15
GRP78 ERSR act	-3%	-1%	-2%	3%	-2%
Pol beta inh	·	-1%	6%	-10%	-9%
POLK inh	-1%	-22%	0%	-11%	-6%
Anesthetic bind	·	?	-5%	5%	-3%
APE1 inh	·	0%	28%	1%	1%
POLI inh	31%[activator]	13%	11%	-14%	?
POLH inh	-22%	-7%	-13%	4%	0%
BLM helicase inh	·	-6%	0%	-3%	2%
LDHA block	1	0	0	0	-3

(16) CCCOc1ccc(CN2C(=O)C(=O)c3cccc(C)c32)cc1
(17) CCCOC(=O)c1ccc(NC(=O)c2ccccc2OC)cc1
(18) CCS(=O)(=O)c1ccc(O)c(NC(=O)Nc2ccc(C(C)(C)C)cc2)c1
(19) COc1ccc(OC)c(S(=O)(=O)n2cnc3cc(C)c(C)cc32)c1
(20) COc1ccc(C)cc1S(=O)(=O)N(CC(=O)Nc1cccc([N+](=O)[O-])c1)c1cc(C)cc(C)c1

Assay by compound	16	17	18	19	20
GRP78 ERSR act	?	1%	-4%	?	-1%
Pol beta inh	2%	-2%	5%	28%	-11%
POLK inh	-13%	-9%	-4%	-11%	0%
Anesthetic bind	32µM*	-17%	-18%	-5%	-10%
APE1 inh	·	4%	-6%	-2%	2%
POLI inh	?	73%[activator]	-8%[58.9 µM]	-8%	?
POLH inh	-18%	-16%	-20%	-13%	-10%
BLM helicase inh	-13%	-11%	-8%	-3%	-1%
LDHA block	11	-6	-2	-6	3

Profiles from above. Values in the order: GRP78 ERSR act, Pol beta inh, POLK inh, Anesthetic bind, APE1 inh, POLI inh, POLH inh, BLM helicase inh, LDHA block
Results for CCCCCCCCS(=O)c1sc2nc(C)cc(C)c2c1N (stereo unspecified) → -1%, -1%, -22%, ?, 0%, 13%, -7%, -6%, 0
Results for O=C(Cn1ccc2cc(S(=O)(=O)N3CCCCCC3)ccc21)NCCc1ccc(Cl)cc1 → -3%, 1%, -21%, 135%[activator], ·, -17%, -4%, -5%, -1
Results for CC1(C)CC(NS(=O)(=O)c2cccc3ccccc23)CC(C)(C)N1 → -2%, 6%, 0%, -5%, 28%, 11%, -13%, 0%, 0

Other structures
(21) CCOC(=O)c1cccc(NC(=S)N2CCN(c3ncc4c(=O)c(C(=O)O)cn(CC)c4n3)CC2)c1
(22) CCCSc1nnc(CN2CCOCC2)n1C
(23) COC(=O)c1ccc(NC(=O)C(=O)N2CCN(C(=S)Nc3cccc(OC)c3)CC2)cc1
(24) COc1ccc(NC(=O)C(c2ccc(C)cc2)N(C)C(=O)Cc2cccs2)cc1 (stereo unspecified)
(25) O=C(CNC(=O)C1CCCC1)Nc1ccccc1Br

Assay by compound	21	22	23	24	25
GRP78 ERSR act	3%	-6%	-1%	-3%&-3%	-6%
Pol beta inh	-24%	-2%	1%	-11%&-4%	·
POLK inh	-5%	-16%	-11%	-8%&-18%	-4%
Anesthetic bind	-5%	-10%	-7%	-2%&3%	·
APE1 inh	0%	-3%	5%	-5%	10%
POLI inh	134%[activator]	11%	25%	-13%&-6%	19%
POLH inh	-9%	2%	-14%	?	-8%
BLM helicase inh	-4%	0%	4%	-6%&-1%	·
LDHA block	2	-8	-8	3&-1&-2	0

(26) COc1ccc(-c2cc(C(=O)Nc3cc(OC)c(OC)c(OC)c3)no2)cc1
(27) CC1(C)Nc2ccccc2C(=O)N1c1ccccc1
(28) Cc1cc(-c2csc(NC(=O)c3cc4ccccc4o3)n2)c(C)n1C
(29) CC1(C)OC(=O)C=C(CC2NS(=O)(=O)OC3CCCCC23)O1 (stereo unspecified)
(30) Cc1ccc(NC(=O)c2cccc3c2C(=O)N(C2CCCCC2)C3)cc1

Assay by compound	26	27	28	29	30
GRP78 ERSR act	-1%	1%	-3%	5%	-3%
Pol beta inh	-13%	33%	0%	-2%	-14%
POLK inh	-1%	-14%	-32%	0%	-5%
Anesthetic bind	6%	-5%	-15%	-6%	-9%
APE1 inh	67%[activator]	0%	-5%	-16%	-9%
POLI inh	13%	20%	-7%	-16%	18%
POLH inh	-18%	-3%	-1%	8%	-16%
BLM helicase inh	3%	-1%	4%	0%	-4%
LDHA block	-3	-3	-15	-11	0

(31) Nc1ccc(Nc2ccccc2N)cc1
(32) O=C(c1ccccc1-c1nc(-c2ccc(Cl)cc2)no1)N1CCCC1
(33) O=C1CC(c2ccc(F)cc2)C(n2cncn2)C(O)=C1C1NCCc2ccccc21 (stereo unspecified)
(34) O=C1CCCCC1C(Nc1ccc(Br)cc1)c1ccccc1 (stereo unspecified)
(35) O=C(OCCN=C1NS(=O)(=O)c2ccccc21)c1cccc([N+](=O)[O-])c1

Assay by compound	31	32	33	34	35
GRP78 ERSR act	-2%	7%	-7%	-4%	-1%
Pol beta inh	-2%	29%	-23%	15%	9%
POLK inh	0%	-5%	-11%	-16%	-5%
Anesthetic bind	2%	?	-3%	-3%	-5%
APE1 inh	-3%	12%	20%	12%	-5%
POLI inh	94%[activator]	16%	30%[activator]	28%	16%
POLH inh	-5%	-5%	-8%	?	-3%
BLM helicase inh	?	-1%	2%	-11%	2%
LDHA block	27	3	-12	-2	-16

(36) Cc1ccccc1NC(=O)Cn1c(=O)n(CC2CCC(C(=O)NCCc3ccccc3)CC2)c(=O)c2ccccc21 (stereo unspecified)
(37) COc1ccnc(Oc2ccc(C)cc2C)c1C#N
(38) COc1cccc(CNC(=O)Cn2cc3c(n2)-c2c(oc(C(=O)N4CCCC4)c2C)CC3)c1OC
(39) O=C(C[C@H]1C/C=C\CC[C@@H](Cc2ccc(F)cc2)C(=O)OC[C@H]2CCCN2C1=O)N[C@H](CO)Cc1ccccc1
(40) CC(C)(C)OC(=O)NCc1ccc(NC(=O)c2nc[nH]c2C(=O)NCCNC(=O)c2[nH]cnc2C(=O)Nc2ccc(CNC(=O)OC(C)(C)C)cc2)cc1

Assay by compound	36	37	38	39	40
GRP78 ERSR act	-2%	15%	0%	-2%	-1%
Pol beta inh	0%	-11%	-1%	·	·
POLK inh	11%	-10%	-7%	-7%	-14%
Anesthetic bind	-17%	?	-9%	·	·
APE1 inh	·	-6%	·	0%	-18%
POLI inh	-15%	-6%	20%	-8%	10%
POLH inh	0%	-7%	-4%	-5%	5%
BLM helicase inh	-3%	-4%	-2%	·	·
LDHA block	4	3	22	1	-11

(41) O=C(Nc1nc(-c2nc3ccccc3s2)cs1)C1COc2ccccc2O1 (stereo unspecified)
(42) COc1cc(SC)ccc1C(=O)OCC(=O)N1CC(=O)Nc2ccccc21
(43) COc1ccc(Cc2nnc(NC(=O)c3ccccc3Cl)s2)cc1OC
(44) CCN(C(=O)CN1C(=O)c2ccc([N+](=O)[O-])cc2C1=O)C1CCCCC1
(45) Cc1ccnc(Sc2ccc([N+](=O)[O-])cn2)n1

Assay by compound	41	42	43	44	45
GRP78 ERSR act	-2%	-5%	-3%	-3%	-7%
Pol beta inh	0%	·	11%	24%	1%
POLK inh	-2%	-14%	-1%	-7%	-2%[60.1 µM]
Anesthetic bind	-23%	·	-11%	?	-4%
APE1 inh	-1%	8%	2%	8%	-2%
POLI inh	-2%	23%	28%	3%	-14%
POLH inh	-1%	11%	-18%	9%	-13%
BLM helicase inh	1%	·	-2%	-12%	0%
LDHA block	-8	-5	-4	3	-10
